POLI inh = qHTS for Inhibitors of Polymerase Iota. DNA polymerase iota (Homo sapiens), Q9UNA4. Pol iota fluorescent replication assay, 10 min. Potency, µM (top dose mostly 115 µM), for the others: at the top dose activity, negative = inhibition, most hits filed as inhibitors. 390,000 compounds, 1% hits. AID 588590, 2011
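Pol iota at 10 nM preincubated 15 min with compounds at room temperature; reaction started with fluorescent substrate, 50 nM final. Fluorescence read kinetically at 0 and 10 min; buffer-only wells as negative control.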
G9a inh = qHTS Assay for Inhibitors of Histone Lysine Methyltransferase G9a. Histone-lysine N-methyltransferase EHMT2 (Homo sapiens), Q96KQ7. G9a H3K9 monomethylation, AlphaScreen, 2 h. Potency, µM (doses to about 102 µM), for the others: at the highest dose activity, negative = inhibition, most hits filed as inhibitors. 350,000 compounds, 8.8% hits; also: % is scaled to controls: 0 for no effect and ±100 for the full control effect; nearly all actives have a fitted effect of over 75% in size
Target sequence (Q96KQ7 913-1193 limits assumed): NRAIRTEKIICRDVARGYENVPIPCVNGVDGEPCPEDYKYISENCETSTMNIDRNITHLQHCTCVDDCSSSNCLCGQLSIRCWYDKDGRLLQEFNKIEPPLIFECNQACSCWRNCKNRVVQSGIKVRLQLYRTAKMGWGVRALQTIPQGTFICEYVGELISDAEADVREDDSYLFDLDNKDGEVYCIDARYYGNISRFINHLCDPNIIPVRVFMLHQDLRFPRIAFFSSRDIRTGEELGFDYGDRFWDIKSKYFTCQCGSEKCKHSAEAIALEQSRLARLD
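Quantitative HTS format: methyltransferase activity on a biotin-tagged H3K9 peptide is measured by AlphaScreen, using a rabbit anti-monomethyl-H3K9 antibody with streptavidin donor and anti-IgG acceptor beads. Final levels are 20 nM enzyme, 500 nM peptide, 20 uM SAM; 2 h RT.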
HP1b binding inh = HTS for Inhibitors of HP1-beta Chromodomain Interactions with Methylated Histone Tails | AID 540317, 2011 | Chromobox protein homolog 1 (Homo sapiens), P83916 | Potency, µM (top dose mostly 114 µM), for inactives: at the top dose activity change, negative = inhibition, actives largely listed as inhibitors | AlphaScreen HP1-beta / biotin-H3K9me3 peptide binding | 390,000 compounds, 0.56% hits; also: nearly all actives have a fitted effect of over 70% in size; inactives centre near 23
Target sequence (P83916 whole entry, looked up): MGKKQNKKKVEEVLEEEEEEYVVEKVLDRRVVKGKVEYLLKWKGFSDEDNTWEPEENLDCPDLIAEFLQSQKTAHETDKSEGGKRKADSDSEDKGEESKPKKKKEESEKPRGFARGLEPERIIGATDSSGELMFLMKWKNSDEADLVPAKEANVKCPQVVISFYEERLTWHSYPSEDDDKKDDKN
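HP1-beta protein (50 nM final) preincubated 30 min at room temperature with biotinylated H3(1-18)K9me3 peptide (50 nM) in PBS pH 7.4, 0.01% Tween-20, then compound added for 30 min. AlphaScreen streptavidin donor/nickel chelate acceptor beads (10 ug/mL final), 30 min dark, luminescence read.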
Pin1 inhibitor = qHTS Assay to Find Inhibitors of Pin1; Peptidyl-prolyl cis-trans isomerase NIMA-interacting 1 (Homo sapiens), Q13526; Pin1 FP peptide displacement, HiFluor488, 10 min; Potency, µM (titrated, usually from 115 µM), without a hit: top-dose activity, negative = inhibition, hits mostly inhibitors; 390,000 compounds, 0.009% hits; active = well fitted inhibition curve with a large enough effect in the polarisation, with a control signal flat, not every such curve was filed as active; inconclusive = small, poorly fitted or top-dose-only effect, or effect the other way, or a change in a side signal; inactive = no such curve, though single readings can be large or run the other way; the % refers to the polarisation; also: % is scaled to controls: 0 for no effect and ±100 for the full control effect
JMJD2A Tudor inh = qHTS Assay for Inhibitors of JMJD2A-Tudor Domain; Lysine-specific demethylase 4A (Homo sapiens), O75164; AlphaScreen JMJD2A-Tudor / H3K4me3 peptide binding; Potency, µM (highest dose often 114 µM), for the others: at the highest dose activity change, negative = inhibition, most hits filed as inhibitors; 390,000 compounds, 4.4% hits; AID 504339, 2011; also: % is scaled to controls: 0 for no effect and ±100 for the full control effect; nearly all actives have a fitted effect of over 50% in size
BAZ2B inh = qHTS Assay for Inhibitors of BAZ2B | Bromodomain adjacent to zinc finger domain protein 2B (Homo sapiens), Q9UIF8 | AID 504333, 2011 | 360,000 compounds, 4.4% hits | AlphaScreen BAZ2B-H3K14Ac peptide displacement | Potency, µM (top dose mostly 114 µM), for the others: at the highest dose activity change, negative = inhibition, most hits filed as inhibitors; also: % is scaled to controls: 0 for no effect and ±100 for the full control effect; nearly all actives have a fitted effect of over 60% in size
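BAZ2B 50 nM plus b-H3(5-23)K14Ac 50 nM, PBS pH 7.4/0.01% Tween-20, 30 min RT; compound added (max 110 uM), 30 min RT; streptavidin donor/Ni-chelate acceptor beads 10 ug/mL final, 20 min dark; AlphaScreen read.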
BLM helicase inh = qHTS Assay for Inhibitors of Bloom's syndrome helicase (BLM). recombinant BLM DNA unwinding, fluorescence dequenching. Potency, µM (doses to about 56.1 µM), for the others: at the highest dose activity change, negative = inhibition, hits mostly inhibitors. 350,000 compounds, 0.2% hits;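 also: plate controls were vehicle for no effect and no enzyme for full effect; nearly all actives have a fitted effect of over 35% in size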
Tb PGK inh = qHTS Assay to Find Inhibitors of Phosphoglycerate Kinase | Phosphoglycerate kinase, glycosomal (Trypanosoma brucei brucei), P07378 | PGK/GAPDH coupled, Kinase-Glo luminescence, 60 min | Potency, µM (highest dose often 57.5 µM), without a hit: top-dose activity change, negative = inhibition, most hits filed as inhibitors | 380,000 compounds, 0.043% hits; also: % is scaled to controls: 0 for no effect and ±100 for the full control effect; nearly all actives have a fitted effect of over 60% in size
Target sequence (P07378 whole entry, looked up): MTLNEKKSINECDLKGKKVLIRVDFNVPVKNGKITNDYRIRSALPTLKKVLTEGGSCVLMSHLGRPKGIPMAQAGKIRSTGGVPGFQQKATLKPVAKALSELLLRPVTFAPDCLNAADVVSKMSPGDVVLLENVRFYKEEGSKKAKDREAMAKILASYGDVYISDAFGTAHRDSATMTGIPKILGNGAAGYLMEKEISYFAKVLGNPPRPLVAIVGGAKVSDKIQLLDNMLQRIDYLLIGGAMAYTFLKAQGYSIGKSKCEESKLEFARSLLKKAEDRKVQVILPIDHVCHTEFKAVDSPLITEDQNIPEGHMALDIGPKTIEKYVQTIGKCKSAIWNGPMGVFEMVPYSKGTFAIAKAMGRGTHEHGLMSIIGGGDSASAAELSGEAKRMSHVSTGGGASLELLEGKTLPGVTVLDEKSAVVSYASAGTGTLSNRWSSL
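Luminescent ATP detection (Kinase-Glo Plus) follows a 60-minute room-temperature incubation, with wells lacking PGK as controls. Buffer: 100 mM TEA (pH 7.6), 5 mM MgCl2, 0.01% Tween-20. Coupling enzyme GAPDH (100 nM final) supplies unstable 1,3-BPG in-well.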
GLS inhibitor = qHTS for Inhibitors of Glutaminase (GLS). Glutaminase kidney isoform, mitochondrial (Homo sapiens), O94925. AID 624170, 2012. 410,000 compounds, 0.21% hits. GLS enzymatic activity, qHTS titration. Potency, µM (doses to about 45.5 µM), for the others: top-dose activity change, negative = inhibition, actives largely listed as inhibitors; also: % is scaled to controls: 0 for no effect and ±100 for the full control effect
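Two-point fluorescence kinetic (t0, 30 min RT) for hKGA; glutamate detected via glutamate oxidase–HRP–Amplex Red. Substrate: 1 mM L-glutamine solution; buffer 45 mM KH2PO4, pH 8.2.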
Active calls of the source: *; i = inactive; ? = inconclusive; . = not tested or not shown; [ ] = remark or other dose. Unless noted, calls follow the shape of the dose curve; as a rule, active = well fitted curve in the direction sought with a large enough effect; inconclusive = small, poorly fitted or top-dose-only effect, or another doubt; inactive = no such curve, though single readings can be large; an effect the other way counts as inactive or inconclusive. Potency is read from the fitted curve at half-maximal effect.

SMILES	HP1b binding inh	Pin1 inhibitor	JMJD2A Tudor inh	G9a inh	GLS inhibitor	BAZ2B inh	BLM helicase inh	POLI inh	Tb PGK inh
COc1cccc(C2NC(c3cccc(OC)c3O)C(C)C(=O)C2C)c1O (stereo not given)	29%	-1%	-25%	22%	-1%	-7%	-3%	-9%	i
O=C(CSc1ccc2nnc(-c3cccnc3)n2n1)Nc1ccc(F)cc1	40%[activator]	-1%	3%	.	0%	-8%	5%	30%	-2%
O=C(NCCC1=CCCCC1)c1ccc2c(c1)N(Cc1cccc(Cl)c1)C(=O)c1ccccc1S2(=O)=O	-6%	19%	-22%	-13%[59 µM]	-14%	3%	-4%	-28%	-4%
CCNc1c([N+](=O)[O-])c(=O)n(CC)c2ccccc12	45%[activator]	0%	-5%	.	-13%	-3%	5%	12%	-3%
O=C(/C=C/Nc1ccc(F)cc1)c1cccs1	34%	-3%	0%	.	28%	.	.	15%	-13%
CCOCCn1c(SCC)nc2c1c(=O)[nH]c(=O)n2C	52%[activator]	-4%	-3%	64%[activator][59 µM]	-3%	42%[activator]	3%	9%	2%
Cc1nnc2c(N3CCN(c4ccccc4F)CC3)nc3ccccc3n12	22%	-2%	-6%	2%[59 µM]	-3%	0%	-1%	35%[activator]	6%
Cc1ccc2occ(CC(=O)N(Cc3ccc(Cl)cc3)C3CCS(=O)(=O)C3)c2c1 (stereo not given)	9%	7%	-31%	0%[59 µM]	2%	-11%	-6%	32%[activator]	-4%
COc1cc(Cl)c(C)cc1NC(=O)CSc1nc2ccccc2o1	20%	0%	-1%	9%[12.7 µM]	-3%	-2%	1%	12%	2%
COc1cccc(OC)c1C(=O)Nc1nnc(-c2cccs2)s1	-2%	-2%	-14%	.	-1%	-1%	0%	32%[activator]	0%
Nc1nc(NCCCN2CCOCC2)nc(Nc2ccccc2)c1[N+](=O)[O-]	-15%	-2%	-28%	-8%[59 µM]	9%	-5%	32%[activator]	3%	-4%
N#C/C(=C\c1c(Oc2ccccc2F)nc2ccccn2c1=O)C(=O)NC1CCS(=O)(=O)C1 (stereo not given)	11%	-7%	-22%	7%	2%	2%	-3%	24%	-8%
COc1ccc(NC(=O)c2sc3nc(N4CCCC4)c4c(c3c2N)CC(C)(C)OC4)c(OC)c1	39%[activator]	1%	-9%	3%	-13%	0%[57.1 µM]	1%	34%[activator]	-9%
CC(C)c1nc(N2CCN(C(=O)c3ccco3)CC2)c(C#N)c2c1COC(C)(C)C2	?	1%	-21%	?	6%	?	-4%	-17%	8%
CC(C)CCn1c(SCC(N)=O)nc2c1c(=O)n(C)c(=O)n2C	78%[activator]	3%	-6%	6%	2%	14%	-8%	25%	-3%
CNCC(O)Cn1c2c(c3ccccc31)CCCC2 (stereo not given)	-5%	?	28µM*	50µM*	12%	?	3%	34%[activator]	1%
CCOc1ccc(C(=O)Nc2ccc3c(c2)OCCO3)cc1Br	-14%	10%	-20%	-3%[59 µM]	3%	-12%	-8%	-7%	9%
COc1cc(NS(=O)(=O)c2ccc(NC(C)=O)cc2)cc(OC)c1	30%	-3%	-12%	-9%[59 µM]	-1%	-2%	-2%	5%	0%
COC(=O)C1=C(C)Nc2nc(-c3ccccc3)nn2C1c1ccc(C)o1 (stereo not given)	1%	3%	?	?	2%	-39%	-2%	-5%	1%
CCC(C)(C)n1nnnc1C(c1ccc2ncccc2c1)N1CCCC(C)C1 (stereo not given)	21%	1%	-4%	-13%[59 µM]	-9%	2%	1%	23%	3%
Cc1ccc(-c2noc(CCCC(=O)NCc3ccco3)n2)cc1	22%	1%	-2%	-28%[59 µM]	-15%	-4%	1%	4%	-7%
C=CCn1c(C)cc(C(=O)CSc2nnc3c(Cl)cc(Cl)cn23)c1C	-2%	7%	-14%	-8%	10%	-3%	2%	3%	1%
O=C1CN(c2ccccc2Cl)C(=O)CN1c1ccccc1Cl	7%	-5%	0%	12%[12.7 µM]	6%	10%	2%	-5%	-12%
Cc1ccc(N2CC(C(=O)Nc3cccnc3)CC2=O)cc1 (stereo not given)	0%	-7%	-16%	6%[12.7 µM]	0%	9%	0%	9%	-9%
CCCCc1ccc(/C(C)=N/Nc2cc(N3CCOCC3)nc(C)n2)cc1	17%	?	?	25%[0.501 µM]	0%	?	-14%	9%	-18%

2 records picked at random from those above:
SMILES	HP1b binding inh	Pin1 inhibitor	JMJD2A Tudor inh	G9a inh	GLS inhibitor	BAZ2B inh	BLM helicase inh	POLI inh	Tb PGK inh
COc1cccc(C2NC(c3cccc(OC)c3O)C(C)C(=O)C2C)c1O (stereo not given)	29%	-1%	-25%	22%	-1%	-7%	-3%	-9%	i
Cc1ccc(-c2noc(CCCC(=O)NCc3ccco3)n2)cc1	22%	1%	-2%	-28%[59 µM]	-15%	-4%	1%	4%	-7%

Carrying on:
SMILES	HP1b binding inh	Pin1 inhibitor	JMJD2A Tudor inh	G9a inh	GLS inhibitor	BAZ2B inh	BLM helicase inh	POLI inh	Tb PGK inh
Cc1nc2c(C#N)c[nH]n2c(=O)c1CCO	5%	-5%	-21%[11.4 µM]	34%[12.7 µM]	-12%	?	-2%	38%[activator]	2%
COc1ccc(C)cc1S(=O)(=O)Nc1ccc2c(c1)OCO2	-3%	2%	5%[11.4 µM]	-4%	-3%	-5%	-5%	95%[activator]	-5%
Cc1ccc(C(=O)N2c3ccc(F)cc3CCC2C)o1 (stereo not given)	34%	3%	-12%	-8%[59 µM]	14%	2%	-1%	47%[activator]	3%
CCOc1ccc2[nH]c3nc(SCC(=O)NC4CC4)nnc3c2c1	-16%	1%	-18%	18%[59 µM]	3%	-1%	-6%	23%	0%
COc1ccc(NC(=O)NCC(C)CSc2ccc(C)cc2)c(OC)c1 (stereo not given)	2%	?	?	59%[activator]	10%	2%	1%	?	-7%
COc1ccc2c(CC(=O)O)cc(=O)oc2c1	20%	-1%	-5%	.	3%	-6%	3%	24%	-8%
COC(=O)c1ccc(S(=O)(=O)N2CCOCC2)o1	35%	2%	-6%	40%	-2%	-3%	0%	-3%	-2%
COc1ccc(-c2cc(C(=O)N3CCCc4ccccc43)no2)cc1OC	31%	18%	-23%	9%[2.33 µM]	4%	12%	-9%	-4%	i
FC(F)Oc1ccc(NC(=S)NCCc2ccccn2)cc1	41%[activator]	8%	11%	12%[59 µM]	?	-28%	-2%	81%[activator]	6%
CCc1ccc(CNC(=O)CC2C(=O)NCCN2Cc2ccccc2F)nc1 (stereo not given)	51%[activator]	?	-15%	79µM*	-7%	-19%	0%	-12%	-4%
COc1ccc(C(C)NC(=O)c2ccncc2)cc1OC (stereo not given)	46%[activator]	16%	-3%	.	-20%	4%	-4%	21%	-11%
COC(=O)C(Cc1ccccc1)P(=O)(c1ccccc1)c1ccccc1 (stereo not given)	11%	-3%	3%	-6%	10%	2%	4%	10%	-2%
Cc1cccc(NC(=O)C2CC(=O)n3cnnc3S2)c1 (stereo not given)	-46%	0%	35µM*	?	6%	?	-4%	67%[activator]	i
Cc1cc(=O)c2cc(C(=O)c3ccccc3)ccc2[nH]1	31%	-8%	1%	-13%[12.7 µM]	2%	-15%	0%	-5%	0%
CCOC(=O)C1=C(C)NC(=O)CC1c1cc(OC)c(OC)cc1Br (stereo not given)	28%	4%	-16%	14%	-11%	3%	-4%	111%[activator]	-3%
Cc1nc(CC(=O)c2ccc(O)c(C)c2O)cs1	61%[activator]	-1%	-9%	-18%	8%	-17%	-2%	21%	7%
COc1ccc(CNC(=O)Cn2nc(-c3ccc4c(c3)OCCO4)ccc2=O)cc1	6%	99%[activator]	-13%	-34%	-3%	-39%	-13%	63µM*	-1%
COc1cc(C(CC(=O)Nc2cccc(C)n2)N2Cc3ccccc3C2=O)cc(OC)c1OC (stereo not given)	-19%	-3%	-8%	2%[0.501 µM]	-9%	-5%	-8%	-10%	i
Cc1cccc(C)c1NC(=O)C(=O)NCC(c1cccnc1)N1CCc2ccccc21 (stereo not given)	2%	-1%	-19%	-32%[59 µM]	14%	-5%	-6%	7%	-5%
C=CCn1c(C(C)NC(=O)c2cccs2)n[nH]c1=S (stereo not given)	2%	-14%	18µM*	16µM*	4%	0%	-1%	18%	i
CCN(CC)C(=S)NC(=O)C12CC3CC(CC(C3)C1)C2	34%	0%	-5%	-37%	0%	-11%	-3%	37%[activator]	-6%
CC(C)(C)Cc1nnc(NS(=O)(=O)c2ccc([N+](=O)[O-])cc2)s1	18%	-5%	-6%	-12%	1%	?	-7%	91%[activator]	4%
COc1ccc(C(=O)n2nc(C)c(Br)c2C)cc1OC	28%	-14%	1%	9%	5%	5%	-7%	15%	i
COc1ccc(CCNC(=O)/C=C\c2ccccc2)cc1OC	9%	-7%	-16%	13%	1%	-20%	0%	14%	-7%

Some of the compounds tested. The share of hits here may be higher or lower than overall.
